SUMO Mot1 rescue: blocks SUMOylation pathway, rescuing yeast Mot1-301 growth; S. cerevisiae Mot1-301 growth rescue, ATP luminescence, 38.5C; percent above DMSO median, 100 means doubled; growth rescue, % at 18.8 µM; 320,000 compounds, 1% hits; AID 2716;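 active = every valid replicate shows activation above 250% relative to neutral control wells; inactive = the rest, any valid replicate at or below 250%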;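 also: OY570 slx delta 5 strain wells were the positive control but not used for scaling; some compounds called inactive have numbers as strong as hits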
PKA-R1A act: activates the PKA-R1A holoenzyme complex; 340,000 compounds, 0.083% hits; PKA-R1A dissociation, Cy5-IP20 fluorescence polarization; scaled: DMSO 0%, 113 µM cGMP 100%; P00514+P68181; AID 504707; activation, % at 11.4 µM;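 active = percent activation above the mean of all tested compounds plus 3 SD, cut at about 19% in these data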;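 also: higher means more PKAc released from R1A so a rise in polarization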
Arr AP2 block: human beta-arrestin and AP2 interaction inhibition. 340,000 compounds, 0.31% hits. inhibition, % at 10 µM. FITC-arrestin peptide / GST-AP2 beads, flow cytometry; AP2 beta2 appendage carries R879A mutation. AID 504490;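 active = inhibition above a set limit, near 3 SD of compounds lacking own fluorescence, cut at about 54% in these data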;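 also: plate controls were DMSO wells for no effect and 5 µM unlabelled arrestin peptide for full effect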
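test system = AP2 appendage R879A on GSH beads | buffer or medium = PBS plus Tween 20 (0.05%) and BSA (0.1%) | incubation = 12 min plus 1 h, RT | detection = bead flow cytometry, FITC channel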
DSG3 Ab inh: inhibitors of pemphigus antibody binding to human desmoglein-3; DSG3-coupled beads, scFv-anti-DSG3-GFP binding, flow cytometry; hits give low values; 310,000 compounds, 0.48% hits; binding (percent of control), % at 10 µM; AID 588358; P32926;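 active = binding more than 3 SD below its plate's average and above zero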;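 also: hits lower antibody fragment binding to DSG3; some compounds called inactive have numbers as strong as hits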
SR-BI HDL uptake: inhibitors of mouse SR-BI mediated HDL lipid uptake; Q61009; ldlA[mSR-BI] CHO cells, DiI-HDL uptake fluorescence, 3 h; inhibition, % at 12.5 µM; 320,000 compounds, 0.96% hits;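 active = mean replicate inhibition of at least 70% and a set share of replicates each scoring 70 or more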;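 also: 0% = median of neutral control wells and 100% = median of positive control wells; values of inactives mirror those of a sister screen read the other way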
SR-BI uptake up: SR-BI HDL lipid transfer activation. CHO ldlA[mSR-BI] cells, DiI-HDL uptake fluorescence, 3 h; 100 = double the neutral-control signal. activation, % at 12.5 µM. 320,000 compounds, 0.096% hits. AID 504775;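 active = mean replicate activation of at least 60% and every replicate at or above 60%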;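 also: 0% = median plate neutral-control signal and 100% = twice that signal; values of inactives mirror those of a sister screen read the other way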
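Assay system: CHO ldlA[mSR-BI] cells, LDL receptor-null, SR-BI overexpressing; medium: Ham's F12 with 0.5% BSA, HEPES 25 mM, pH 7.4; also added: DiI-HDL 10 µg/mL; timing: 3 h uptake period with compound, 37 °C; signal: DiI fluorescence, bottom read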
NSD2 inh: blocks human histone methyltransferase NSD2; NSD2 peptide methylation, AlphaScreen, 120 min; inhibition, % at 12.5 µM; 310,000 compounds, 0.54% hits; in the data active = inhibition above about 50%
CDK5 p35 inh: blocks human CDK5/p35 kinase activity | 330,000 compounds, 0.01% hits | AID 488839 | Recombinant CDK5/p35, ADP-Glo luminescence, 60 min | inhibition, % at 10 µM;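 active = highest replicate inhibition of at least 50% and at least 75% of replicates reaching 50%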;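 also: plate controls were DMSO neutral control for no effect and GW8510 at 10 µM for full effect; many of its hits are not listed in these tables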
Target sequence (Q00535 whole entry, looked up): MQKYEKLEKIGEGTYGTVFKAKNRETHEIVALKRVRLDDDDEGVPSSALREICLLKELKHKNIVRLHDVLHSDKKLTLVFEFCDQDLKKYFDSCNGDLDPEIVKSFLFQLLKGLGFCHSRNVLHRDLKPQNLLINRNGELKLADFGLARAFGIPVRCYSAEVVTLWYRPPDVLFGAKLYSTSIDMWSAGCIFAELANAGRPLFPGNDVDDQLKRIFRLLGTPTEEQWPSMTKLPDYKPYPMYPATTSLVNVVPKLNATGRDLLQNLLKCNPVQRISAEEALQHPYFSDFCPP
Target sequence (Q15078 whole entry, looked up): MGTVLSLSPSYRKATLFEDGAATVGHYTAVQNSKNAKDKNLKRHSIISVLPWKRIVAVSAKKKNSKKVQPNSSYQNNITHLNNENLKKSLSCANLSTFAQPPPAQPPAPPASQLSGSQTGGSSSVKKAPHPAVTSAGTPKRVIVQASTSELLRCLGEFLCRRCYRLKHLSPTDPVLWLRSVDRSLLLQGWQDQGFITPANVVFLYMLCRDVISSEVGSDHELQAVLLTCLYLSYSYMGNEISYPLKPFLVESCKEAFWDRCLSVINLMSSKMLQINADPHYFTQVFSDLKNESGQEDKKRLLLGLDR
PKA-R2B activ: activators of human PKA-R2B complex. PKA-R2B holoenzyme dissociation, Cy5-IP20 fluorescence polarization; R2B truncated from residue 108, S112A mutant; 0% DMSO only, 100% 113 µM cGMP. activation, % at 11.4 µM. 340,000 compounds, 0.079% hits. AID 504700;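 active = activation above a cutoff set at the mean over all compounds plus 3 SD, cut at about 18% in these data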;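 also: higher means more holoenzyme dissociation and a rise in polarization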
Target sequence (P31323 whole entry, looked up, other chains not shown, the tested form may be a part): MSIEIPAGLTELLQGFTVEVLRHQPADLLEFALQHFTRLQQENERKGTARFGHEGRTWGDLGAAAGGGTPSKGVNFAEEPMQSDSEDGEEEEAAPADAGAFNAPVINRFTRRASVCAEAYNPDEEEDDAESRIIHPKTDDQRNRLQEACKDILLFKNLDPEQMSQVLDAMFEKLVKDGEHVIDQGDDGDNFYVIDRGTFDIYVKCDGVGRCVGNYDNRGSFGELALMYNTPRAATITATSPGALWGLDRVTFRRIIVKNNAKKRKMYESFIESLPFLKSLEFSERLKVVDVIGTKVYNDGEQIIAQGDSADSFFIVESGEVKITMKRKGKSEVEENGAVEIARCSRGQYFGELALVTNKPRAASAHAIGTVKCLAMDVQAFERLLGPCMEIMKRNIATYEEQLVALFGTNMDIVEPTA
MITF act: MITF TRPM1 promoter activation in melanoma cells; 300,000 compounds, 0.75% hits; activation, % at 12.5 µM; SK-MEL-5 TRPM1-promoter luciferase, 24 h; % of positive control, neutral wells = 0;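 active = mean activation of at least 80% with every replicate also reaching 80%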;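 also: 0% = neutral control wells and 100% = parthenolide positive control wells; values of inactives mirror those of a sister screen read the other way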
dFosB act: enhances mouse delta FosB homodimer DNA binding. purified delta FosB, TAMRA-CDK5 oligo fluorescence polarization; percent of positive-control signal above neutral wells. P13346. activation, % at 25 µM. 340,000 compounds, 0.99% hits. AID 493131;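 active = mean activation above about 17%, with every replicate also reaching it, limit read from the data, passing the limit was not always enough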;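 also: fluorescence polarization rise as delta FosB binds a TAMRA Cdk5 AP-1 oligo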
* hit, by the source's call; / = no result given; + = active, no number. This is a random part of the collection; about 4.7% have a hit in one of these screens.

SMILES | SUMO Mot1 rescue | PKA-R1A act | Arr AP2 block | DSG3 Ab inh | SR-BI HDL uptake | SR-BI uptake up | NSD2 inh | CDK5 p35 inh | PKA-R2B activ | MITF act | dFosB act
Cc1ccc(Cn2c(C3CCCN3c3nc(-c4ccc(F)cc4)cs3)nc3cc(C(F)(F)F)ccc32)cc1 (configuration not stated) | 3 | -11 | 7 | 107 | -5 | 5 | / | 0.2 | 10 | -9 | -1
Cc1ccc(CN2CCN(CC(=O)N/N=C/c3ccc(C)o3)CC2)cc1 | 4 | 7 | 28 | 101 | 11 | -11 | 28 | 2.2 | -11 | / | 3
O=C(OC(C(=O)NCC1CCCO1)c1ccc(F)cc1)c1cccs1 (configuration not stated) | 15 | -8 | 9 | 106 | -18 | 18 | 2 | -9.4 | -9 | -6 | -10
O=C(C1=C(O)C(=O)N(CCCn2ccnc2)C1c1cccc(Br)c1)c1ccco1 (configuration not stated) | 0 | -1 | 55* | 102 | 7 | -7 | 0 | 0.4 | 7 | 9 | -3
O=C(/C=C/c1ccccc1)NC(=S)NNC(=O)c1ccco1 | -17 | 2 | 10 | 98 | -3 | 3 | 3 | -0.3 | 3 | -4 | -8
COc1ccc(CNC(=O)COC(=O)c2cnccn2)cc1 | -7 | 7 | 7 | / | / | / | -5 | -1.2 | -7 | / | -2
CN(C)C(=O)CSc1nc(-c2ccccc2)nc2c1CCCC2 | 5 | -10 | 8 | 125 | 40 | -40 | -5 | 0.7 | -1 | -14 | -14
Cc1cc(C(=O)NNC(=O)NC(C)C)no1 | -6 | -4 | -10 | 103 | -18 | 18 | -3 | -6.6 | -5 | -15 | 0
COc1ccccc1C(CNC(=O)CCNS(=O)(=O)c1ccc(Br)cc1)N1CCCC1 (configuration not stated) | / | -4 | 19 | 118 | -14 | 14 | 1 | 0.2 | -7 | -9 | 4
CC(C)c1ccc(OCc2ccc(C(=O)N3CCCC3)o2)cc1 | -6 | 8 | 27 | / | / | / | 3 | 0.0 | 7 | 30 | -14
O=C(NCc1cccnc1)Nc1ccc(F)cc1F | -5 | 2 | 38 | 98 | -12 | 12 | -5 | 1.6 | -4 | -2 | 5
COc1ccc(S(=O)(=O)N2CCC(C(=O)c3ccc4c(c3)OCCO4)CC2)cc1 | 14 | 12 | 3 | 99 | -5 | 5 | -4 | -1.7 | -7 | -18 | -9

The closing five records of the section above are carried over, then new ones follow.
SMILES | SUMO Mot1 rescue | PKA-R1A act | Arr AP2 block | DSG3 Ab inh | SR-BI HDL uptake | SR-BI uptake up | NSD2 inh | CDK5 p35 inh | PKA-R2B activ | MITF act | dFosB act
Cc1cc(C(=O)NNC(=O)NC(C)C)no1 | -6 | -4 | -10 | 103 | -18 | 18 | -3 | -6.6 | -5 | -15 | 0
COc1ccccc1C(CNC(=O)CCNS(=O)(=O)c1ccc(Br)cc1)N1CCCC1 (configuration not stated) | / | -4 | 19 | 118 | -14 | 14 | 1 | 0.2 | -7 | -9 | 4
CC(C)c1ccc(OCc2ccc(C(=O)N3CCCC3)o2)cc1 | -6 | 8 | 27 | / | / | / | 3 | 0.0 | 7 | 30 | -14
O=C(NCc1cccnc1)Nc1ccc(F)cc1F | -5 | 2 | 38 | 98 | -12 | 12 | -5 | 1.6 | -4 | -2 | 5
COc1ccc(S(=O)(=O)N2CCC(C(=O)c3ccc4c(c3)OCCO4)CC2)cc1 | 14 | 12 | 3 | 99 | -5 | 5 | -4 | -1.7 | -7 | -18 | -9
O=C(N/N=C/c1ccccc1F)c1cccc(NC(=O)c2ccccc2Cl)c1 | -12 | 6 | 27 | / | / | / | -6 | 1.2 | 3 | 38 | -11
O=C(Nc1ccc(N2CCOCC2)cc1)c1cccnc1 | 7 | 5 | -4 | 102 | -8 | 8 | 1 | -0.6 | -4 | 28 | -2
Cc1cccc(-n2c(Cc3ccccc3)n[nH]c2=S)c1 | 26 | 2 | 1 | 98 | 14 | 5 | 1 | -0.5 | 7 | 3 | -6
Cc1[nH]c(=O)c(C(=O)c2ccccc2O)cc1C(=O)O | -1 | 6 | 1 | 106 | -21 | 21 | -2 | -1.8 | -4 | -1 | 2
CCOc1ccc2c(c1)C(C)=CC(C)(C)N2C(=O)Nc1ccccc1F | -14 | -8 | 10 | 117 | -26 | 26 | 65* | 0.2 | 1 | -9 | 0
Cc1ccc(C)c(NC(=O)CCN2C(=O)C3CC=CCC3C2=O)c1 (configuration not stated) | -9 | -16 | 2 | 85 | 1 | -1 | -1 | -0.6 | -1 | 2 | -3
Cc1csc(NC(=O)CSc2ccc3nnc(CCNS(=O)(=O)c4ccccc4)n3n2)n1 | -13 | 5 | 1 | 100 | -21 | 21 | 27 | -0.1 | -2 | -2 | 1
CN(CC(=O)Nc1ccc(Cl)c(C(F)(F)F)c1)C(=O)CCCc1nc2ccccc2c(=O)[nH]1 | 31 | 2 | 0 | / | 4 | -4 | 0 | -0.2 | 0 | -2 | -13
OC(COc1ccccc1)CN1CCOCC1 (configuration not stated) | 139 | 3 | -2 | / | -10 | 10 | 0 | -1.4 | -3 | -3 | -6
CN=C(Nc1ccc(C(=O)OC)cc1)SC1CC(=O)N(c2ccccc2F)C1=O (configuration not stated) | 14 | -4 | 6 | 94 | 46 | -46 | 1 | -2.2 | -4 | -7 | -11
O=C(COC(=O)c1ccccc1Nc1ccccc1)Nc1ccccc1 | -7 | -5 | 5 | 102 | -18 | 18 | -3 | -0.3 | -2 | 7 | 5
CC(=O)N(Cc1cc2cc(C)ccc2[nH]c1=O)c1cccc(C)c1C | -14 | -9 | 35 | 102 | -38 | 38 | 3 | 1.4 | 9 | / | -8

Compounds from the list above with a Cl atom:
SMILES | SUMO Mot1 rescue | PKA-R1A act | Arr AP2 block | DSG3 Ab inh | SR-BI HDL uptake | SR-BI uptake up | NSD2 inh | CDK5 p35 inh | PKA-R2B activ | MITF act | dFosB act
O=C(N/N=C/c1ccccc1F)c1cccc(NC(=O)c2ccccc2Cl)c1 | -12 | 6 | 27 | / | / | / | -6 | 1.2 | 3 | 38 | -11
CN(CC(=O)Nc1ccc(Cl)c(C(F)(F)F)c1)C(=O)CCCc1nc2ccccc2c(=O)[nH]1 | 31 | 2 | 0 | / | 4 | -4 | 0 | -0.2 | 0 | -2 | -13

Continued:
SMILES | SUMO Mot1 rescue | PKA-R1A act | Arr AP2 block | DSG3 Ab inh | SR-BI HDL uptake | SR-BI uptake up | NSD2 inh | CDK5 p35 inh | PKA-R2B activ | MITF act | dFosB act
CC1(C(=O)NC2CCCC2)CCC(=O)N1CCC1=CCCCC1 (configuration not stated) | -9 | -2 | -5 | 95 | -38 | 38 | 1 | -0.6 | 5 | 1 | -2
Cc1ccc(S(=O)(=O)N2CCN(CN3C(=O)CC4(CCCC4)C3=O)CC2)cc1 | / | -10 | -7 | 91 | -28 | 28 | -1 | -0.1 | 3 | 1 | 1
COc1cc(OC)c(C(=O)NCc2ccc3c(c2)OCO3)cc1OC | 1 | -2 | -12 | 102 | -14 | 14 | 2 | 1.1 | 1 | / | 0
CCN(C/C=C/c1ccccc1OC)Cc1ccccc1 | -13 | 2 | -1 | 110 | -32 | 32 | 6 | 0.2 | -14 | 10 | 1
Cc1cc(=O)[nH]c(SCC(=O)Nc2nnc(CC(C)C)s2)n1 | 24 | -14 | 4 | 105 | -8 | 8 | -3 | -0.7 | -3 | 1 | -3
CCC(C)NC(=O)COC(=O)c1ccc(Cl)cc1O (configuration not stated) | 133 | 7 | 32 | 99 | -14 | 14 | -4 | -0.2 | -13 | 0 | 2
COc1ccc(C)cc1NC(=O)CCCN1C(=O)CN(C)C1=O | -16 | -12 | -5 | / | 10 | -10 | 2 | 1.5 | 2 | 3 | -5
O=C(NCc1cccs1)c1ccncc1 | -2 | 8 | -1 | / | -7 | 7 | -2 | 0.9 | -4 | / | -3
O=C(NCc1ccccc1)C(c1ccncc1)N(C(=O)c1csnn1)C1CC1 (configuration not stated) | 36 | 1 | 0 | 83 | -25 | 25 | 5 | 0.1 | 4 | / | 2
Cc1ccc(C(=O)Cn2nnc3c(sc4nc5c(c(-c6ccccc6)c43)CCC5)c2=O)cc1 | -5 | -5 | 1 | 100 | 32 | -32 | -2 | 0.3 | -10 | -9 | 0
CCCN(CCC)C(=O)C1c2ccccc2Oc2ccccc21 | 11 | -15 | 0 | 108 | 29 | -29 | 0 | 1.8 | -7 | -6 | -3
C=CCNc1nc2c(c(=O)n(C)c(=O)n2C)n1Cc1ccc(F)cc1 | -5 | -3 | -3 | 98 | 4 | -4 | / | 0.4 | -14 | -13 | 6
Cn1c(N)c(C(=O)CSc2nnc(-c3ccccc3F)n2N)c(=O)n(C)c1=O | 34 | 1 | 7 | 102 | -30 | 30 | 5 | 0.2 | 4 | 4 | -5
CCCn1c(NC(=O)C23CC4CC(CC(O)(C4)C2)C3)nc2ccccc21 | -2 | -5 | -1 | 89 | 2 | -2 | -1 | -2.6 | -1 | 9 | -7
O=C(CNC(=S)N(CCCN1CCOCC1)Cc1cccs1)NCCN1CCOCC1 | 11 | -8 | 6 | 114 | 15 | -15 | -1 | 0.6 | 2 | 3 | 0
O=C1c2cccnc2C(Nc2ccc(S(=O)(=O)N3CCCCC3)cc2)N1Cc1ccccc1 (configuration not stated) | 1 | 0 | 1 | 105 | -13 | 13 | / | -4.7 | -4 | 4 | 3
CCNC(=O)CC1C(=O)N(c2ccccc2)C(=O)N1Cc1ccc(OC)cc1 (configuration not stated) | 54 | -6 | 28 | 94 | -13 | 13 | 2 | 2.2 | 3 | 7 | -1
CC(C)COc1ccc(CNC(=S)Nc2ccccc2)cc1Cl | 12 | -17 | 6 | 102 | -28 | 28 | -1 | 0.4 | -7 | -14 | -5
O=C(O)c1ccc(COc2c(F)c(F)cc(F)c2F)cc1 | + | 1 | 26 | 98 | -1 | 1 | -4 | 2.8 | 4 | / | 3
O=C(CCNS(=O)(=O)c1ccc(Br)cc1)NCc1cccs1 | -9 | 17 | 17 | 98 | -22 | 22 | -1 | -0.2 | -10 | / | -5
COc1cccc(-c2cc(C(F)(F)F)n3ncc(C(=O)NCC4CCCO4)c3n2)c1 (configuration not stated) | -10 | 6 | -10 | / | 41 | -41 | -5 | -2.3 | 0 | 1 | -3
CCCNC(=O)C(Cc1ccccc1)NS(=O)(=O)c1cccc2nsnc12 (configuration not stated) | -8 | -10 | -6 | 101 | -14 | 14 | 16 | -1.9 | -3 | / | 0
O=C(CCNC(=O)c1ccccc1Cl)N/N=C\c1ccc(O)cc1 | -5 | 1 | 2 | 97 | -10 | 10 | -2 | -1.6 | -7 | -4 | -6

Source: PubChem
